High-throughput results deposited in PubChem BioAssay by National Center for Advancing Translational Sciences (NCATS).
D2 antagonist = antagonists of human D2 dopamine receptor. P14416. HEK293 TREx D2 cells, calcium flux, dopamine EC80. inhibition, % at 10 µM. actives 2% (n = 340,000). AID 485344; in the data active = inhibition above about 30%; also: 0% is about no effect
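Measurement of antagonist activity uses fluorescent calcium dye in inducible HEK293 T-REx D2 cells: 10 s baseline, compound addition with 180 s read, EC80 dopamine addition with a further 180 s read.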
RXFP1 antag = blocks the human relaxin receptor RXFP1; Q9HBX9; actives 0.59% (n = 350,000); AID 1259400; HEK293-RXFP1, relaxin-stimulated cAMP HTRF, 30 min; hits give low values; activity change, negative = inhibition, % at 57.5 µM;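 active = activity change of -60% or lower, but not beyond a set lower limit; inconclusive = change between -60% and -40%, or beyond the set limit; inactive = change above -40%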; also: % is scaled to controls: 0 for no effect and ±100 for the full control effect
TRHR PAM = allosterically enhances the human TRH receptor. P34981. TRHR cells, fluo-8 calcium fluorescence, EC20 TRH enhancement. enhancement, % at 2 µM. AID 493056. actives 0.66% (n = 360,000); in the data active = enhancement above about 30%; also: 0% is about no effect
Target sequence (P34981 whole entry, looked up): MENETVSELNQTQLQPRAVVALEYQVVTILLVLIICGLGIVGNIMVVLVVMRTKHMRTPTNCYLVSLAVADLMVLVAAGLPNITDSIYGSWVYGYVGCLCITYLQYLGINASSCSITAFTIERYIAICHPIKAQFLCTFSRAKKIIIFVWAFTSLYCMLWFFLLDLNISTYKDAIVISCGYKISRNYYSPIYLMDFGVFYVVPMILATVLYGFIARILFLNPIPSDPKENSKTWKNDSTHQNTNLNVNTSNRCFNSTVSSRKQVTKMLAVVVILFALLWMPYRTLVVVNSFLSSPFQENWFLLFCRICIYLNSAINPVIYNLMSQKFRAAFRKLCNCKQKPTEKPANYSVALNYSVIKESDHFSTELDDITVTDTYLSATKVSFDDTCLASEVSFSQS
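Enhancer read-out: after compound pinning and an initial kinetic agonist-mode read, an EC20 of TRH (10 nM final) was injected and fluo-8 calcium signal (Ex 480/Em 530) followed at 1 s/cycle for 100 cycles in TRHR-expressing cells.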
D1 antag = blocks dopamine activation of the human D1 receptor; P21728; HEK293 TREx D1 cells, calcium flux, dopamine EC80; hits give low values; activity change, negative = inhibition, % at 10 µM; actives 3.2% (n = 360,000); AID 504652; in the data active = activity change below about -30%; also: % is scaled to controls: 0 for no effect and ±100 for the full control effect
Target sequence (P21728 whole entry, looked up): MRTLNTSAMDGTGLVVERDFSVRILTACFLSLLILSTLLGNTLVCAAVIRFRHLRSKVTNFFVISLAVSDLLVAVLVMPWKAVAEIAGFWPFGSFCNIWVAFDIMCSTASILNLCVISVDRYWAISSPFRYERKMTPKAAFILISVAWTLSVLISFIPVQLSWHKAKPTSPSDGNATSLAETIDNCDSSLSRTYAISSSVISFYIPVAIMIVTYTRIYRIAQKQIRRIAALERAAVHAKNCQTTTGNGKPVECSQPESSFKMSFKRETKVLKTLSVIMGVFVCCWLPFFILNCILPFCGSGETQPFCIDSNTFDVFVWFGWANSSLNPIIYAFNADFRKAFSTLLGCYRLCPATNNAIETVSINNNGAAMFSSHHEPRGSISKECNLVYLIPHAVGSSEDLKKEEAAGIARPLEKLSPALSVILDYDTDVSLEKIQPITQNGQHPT
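Calcium flux readout: force-coupled, inducible Hek293 Trex D1 line, cells induced overnight at 30 C with tetracycline, dye-loaded 30–90 min at RT. Antagonism scored against EC80 dopamine challenge given 180 s after compound.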
D2 agonist = activates the human D2 dopamine receptor | P14416 | HEK293 T-REx D2 cells, calcium flux agonist mode | activation, % at 2 µM | actives 0.53% (n = 340,000) | AID 485358;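 active = activation over 3 SD above normal in the single-dose calcium agonist read, cut at about 30% in these data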; also: 0% is about no effect
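HEK293 Trex D2 cells, tetracycline-induced, o/n 30 C 5% CO2; no-wash Ca dye, RT 30–90 min; 10-cycle baseline, 23 nl cpd added, kinetic Ca read 180 s; agonist hits = positive Ca response.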
D1 PAM = potentiators of human D1 dopamine receptor; HEK293 TREx D1 cells, calcium flux, dopamine EC20 potentiation; AID 504651; actives 0.036% (n = 360,000); P21728; potentiation, % at 10 µM; in the data active = potentiation above about 30%; also: 0% is about no effect
RXFP1 agonist = activates the human relaxin receptor RXFP1. Potency, µM (doses to about 57.5 µM), for inactives: at the top dose activation, actives largely listed as activators. actives 0.3% (n = 370,000). HEK293T-RXFP1 cAMP TR-FRET, 30 min; response scale: percent of porcine relaxin response, buffer zero. Q9HBX9; active = well fitted activation curve with a large enough effect; inconclusive = small, poorly fitted or top-dose-only effect; also: potency is read from the fitted curve at half-maximal effect; % is scaled to controls: 0 for no effect and ±100 for the full control effect; nearly all actives have a fitted effect of over 60% in size; many of its hits are not listed in these tables
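Agonist response is measured as cAMP accumulation in an RXFP1-transfected HEK293T line under PDE4 inhibition. Values are scaled between buffer-only and 29 nM porcine relaxin, and EC50s come from standard Hill equation fits.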
D2 PAM = positive allosteric modulators of human D2 dopamine receptor; P14416; actives 0.34% (n = 340,000); HEK293 T-REx D2, calcium flux, EC20 dopamine potentiation; AID 485347; potentiation, % at 10 µM;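 active = potentiation over 3 SD above the plate norm, cut at about 30% in these data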; also: 0% is about no effect
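Calcium flux readout, no-wash dye, 1 read/s. Inducible HEK293 Trex D2 line, overnight 30 C. Compound alone 180 s (agonist flags), then EC20 dopamine, another 180 s to score potentiation.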
D1 ag = agonists of human D1 dopamine receptor; HEK293 T-REx D1 cells, calcium flux, agonist mode; activation, % at 2 µM; actives 1% (n = 360,000); AID 504660; in the data active = activation above about 30%; also: 0% is about no effect
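Tetracycline-induced HEK293 TREx D1 cells, force-coupled to calcium signalling, were dye-loaded with a no-wash calcium kit. Compound was pin-added after a 10 s baseline. Fluorescence was read kinetically at 1 cycle/s for 180 s, with calcium rises flagged as agonism.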
Numbers without * were called inactive; ? = inconclusive; / = no result given. These rows are one share of the data, so the mix of outcomes need not match the whole.

SMILES	D2 antagonist	RXFP1 antag	TRHR PAM	D1 antag	D2 agonist	D1 PAM	RXFP1 agonist	D2 PAM	D1 ag
Cc1ccc(C(C(=O)NC2CCCCC2)N(Cc2ccco2)C(=O)Cc2c[nH]c3ccccc23)o1 (configuration not stated)	36*	-14	-7	2	-0.9	-1	1.1%	-5	8
CC(C)(C)c1csc(NC2=NS(=O)(=O)c3ccccc32)n1	-13	-1	1	7	-0.5	-2	-0.6%	16	9
CCOC(=O)CN(C(=O)CN1CCC(n2nnc3cc(C)ccc32)CC1)c1ccccc1	13	-3	25	0	0.5	-3	2.3%	7	2
COc1ccc(-c2csc(/C=C/c3ccc4c(c3)OCO4)n2)cc1OC	4	-15	10	-14	0.8	-3	0.4%	6	6
COc1ccccc1/C=N/NC(=O)C(C)Cn1cnc2ccccc21 (configuration not stated)	0	-10	20	11	-0.6	-2	-1.7%	15	1
COC(=O)[C@@H]1C[C@H]1[C@@H](NS(=O)(=O)c1ccccc1)c1ccccc1	11	/	-1	-22	-0.4	-5	2.2%	3	-3
COc1ccc(-n2c3c(cc(C(=O)NCc4ccco4)c2=O)C(=O)CC(C)(C)C3)cc1	-11	-7	13	-19	0.8	-1	-1.2%	-7	0
COc1ccc(N2C(=O)CS(=O)(=O)C23C(=O)N(Cc2ccccc2)c2ccccc23)cc1 (configuration not stated)	/	/	-7	-1	0.1	-3	-4.3%	-8	10
CSCCNCc1cn(-c2ccc(F)cc2F)nc1-c1ccccc1C	17	-27	9	-6	-0.5	-2	-1.4%	-22	16
CCCOc1ccccc1/C=C1/C(=O)ON=C1C	-15	2	2	-14	0.0	-4	1.3%	-13	2
CCN(c1ncnc2c1cnn2-c1cc(Cl)ccc1C)C1CCCCC1	/	-14	-9	1	-0.8	1	2.8%	2	-1
O=C(Nc1ccc(NC(=O)c2ccc(Br)cc2)c(Cl)c1)c1ccc(Br)cc1	/	3	16	-5	0.0	0	9.0%	-1	0
O=S(=O)(c1ccc2nc(COc3ccccc3)[nH]c2c1)N1CCOCC1	-1	13	2	-12	0.1	-8	0.7%	7	1
Cc1ccc(Nc2ccc(C(F)(F)F)cc2[N+](=O)[O-])cc1	1	/	3	3	-3.4	1	0.9%	-1	0
COc1cc(NC(=O)c2nn(-c3ccc(F)cc3)c(=O)n(C)c2=O)cc(OC)c1OC	/	8	-7	9	-1.2	-1	-0.4%	-4	1
CC(=O)c1ccc(-c2ccc(Cn3c(C)nc4cc(N)c(C)nc43)cc2)cc1	-3	-2	30	-5	5.1	3	5.7%	1	29
Cc1sc2ncnc(OCC(=O)NC(C)C(C)C)c2c1C (configuration not stated)	-5	11	0	-5	-0.3	1	15%	5	5
O=C1CCC(=O)N1CN(Cc1ccco1)CN1C(=O)CCC1=O	-3	14	-7	-77*	0.3	-6	0.0%	7	1
O=S(=O)(NCC(c1cccnc1)N1CCN(Cc2ccccc2)CC1)c1ccc(Cl)cc1 (configuration not stated)	12	-6	1	-11	2.8	-1	3.8%	-10	2
CNc1ccccc1C(=O)OCC(C)=O	-13	/	5	0	0.6	-4	-0.2%	0	-3
CCOC(=O)c1c(S(=O)(=O)N2CCCC(C(=O)N3CCN(c4ccccc4)CC3)C2)c(C)n(C)c1C (configuration not stated)	/	-5	-1	23	1.8	-1	3.3%	-6	2
COc1cccc(NC(=O)CSc2nc(-c3ccccc3Cl)nc3c2Cc2c(CO)cnc(C)c2O3)c1	/	-15	-2	7	0.4	-3	0.0%	-2	1
CCOc1cc(C)c(S(=O)(=O)N2CCCCC2)cc1C	/	-8	-4	0	/	-3	-3.1%	/	-1
CCc1cccc(C)c1NC(=S)NCCc1c(C)[nH]c2ccc(C)cc12	1	/	5	14	0.9	-3	2.0%	4	2
CC1(C)CC(=O)C2=C(C1)N(c1ccc(Cl)cc1)C(=O)C2(O)C(F)(F)F (configuration not stated)	0	-7	5	-9	-0.6	-3	0.1%	13	0
CC(C)c1ccc(NC(=O)CSC2=Nc3ccccc3C3=NC(CC(=O)NCc4cccs4)C(=O)N23)cc1 (configuration not stated)	/	-1	-7	8	0.5	-2	-2.5%	5	3
COc1ccc(NC(=O)C2CCN(S(=O)(=O)c3c(C)noc3/C=C/c3cccs3)CC2)cc1	/	16	-4	-18	-0.2	5	3.2%	0	3
Cc1ccc(NC(=O)Cn2c(=O)n(Cc3ccco3)c(=O)c3sc4ccccc4c32)c(C)c1	/	/	6	-2	-0.3	-2	6.6%	4	12
COc1cc2nc(SCc3cccc(Cl)c3)n3nc(CCn4nc(C)cc4C)nc3c2cc1OC	/	/	5	-1	0.2	4	?	3	0
O=C(Nc1ccc(-c2nc3ccccc3o2)cc1)C1CCCO1 (configuration not stated)	6	-17	8	-8	-1.7	-6	1.3%	4	7
CCC/C(O)=C1\C(=O)CC(C)(C)CC1=Nc1ccc(OC)cc1	-15	-8	25	-6	-0.8	51*	0.6%	3	1
CC(C)c1onc(C(=O)Nc2cccc(Cl)c2)c1[N+](=O)[O-]	9	-9	-7	-1	0.0	-2	-0.6%	-35	1
CCOC(=O)C1C(=O)C=C(c2cccs2)CC1c1ccccc1C (configuration not stated)	3	-23	1	4	1.4	4	-1.7%	1	3
O=C(NCCN1CCOCC1)NC1(C(F)(F)F)Oc2ccc(Cl)cc2O1 (configuration not stated)	13	1	5	0	-0.4	-3	-3.5%	5	2
CCc1ccc(-n2cnc3cc(C(=O)NCc4ccc(C)cc4)ccc32)cc1	/	-10	2	10	1.3	1	-0.3%	5	0
COc1cccc(CNc2ccc(S(N)(=O)=O)cc2)c1OCc1ccccc1F	-7	-17	-1	-17	-1.0	-3	0.4%	2	9
COCCNC(=S)NCc1ccc2[nH]c3c(c2c1)CCCC3	0	/	1	4	0.0	0	-2.3%	-1	5
CC1(C)C2CCC1(C(=O)O)c1nc3ccccc3nc12 (configuration not stated)	/	-11	-2	-3	/	3	-0.3%	/	0
CCN1CCN(C(=O)c2ccc3c(c2)c(C)c(C)n3Cc2ccccc2)CC1	38*	-23	-6	6	0.0	-12	2.6%	-32	1
COc1ccc(-c2nnc(SC(C)C#N)o2)cc1 (configuration not stated)	-5	-5	4	1	0.1	1	-1.5%	1	0
O=C(NC1CCN(C(=O)Nc2cccc(F)c2)CC1)c1ccco1	5	15	7	6	1.1	-3	-0.1%	1	17
CCN(C(=O)CSc1n[nH]c(-c2cc(Cl)ccc2OC)n1)C1CCS(=O)(=O)C1 (configuration not stated)	-34	-24	11	-6	-0.8	2	1.7%	-3	2
O=C(C1CCN(S(=O)(=O)c2ccc(F)cc2)CC1)N1CCOCC1	/	-9	1	3	/	0	0.4%	/	3
CCOC(=O)N1CCN(C(=O)CCCn2c(=S)[nH]c3ccc(Br)cc3c2=O)CC1	-3	?	-2	/	0.9	-3	-1.0%	-10	26
CCC(C(=O)Nc1cccc(C(F)(F)F)c1)c1ccccc1 (configuration not stated)	-7	-27	-6	-14	-0.3	-13	-0.3%	-8	10
Cc1ccc(-c2nc3ccccn3c2NCc2ccc3c(c2)OCO3)cc1	-32	-1	14	-20	0.1	-14	6.1%	-12	4
O=C(c1ccc([N+](=O)[O-])cc1)n1nc(-c2ccccc2)nc1NCc1ccccc1	-19	-1	10	-9	0.0	-5	-1.0%	-1	5
O=C(N/C(=C/C=C\c1ccccc1)C(=O)N1CCOCC1)c1ccc(Br)cc1	18	-16	-13	-17	-0.5	0	3.5%	-7	1
COc1ccc(/C=C(\NC(=O)c2cccs2)C(=O)Nc2cccc3ccccc23)cc1OC	14	-2	4	13	0.7	-2	2.2%	-10	0
CCOC(=O)C1CCCCN1C(=O)c1ccc2nc(Cc3ccc(OC)cc3)oc2c1 (configuration not stated)	-18	-32	-3	18	-0.3	-4	1.1%	31*	3
COc1ccc(-c2cc(C(F)(F)F)n3nc(C(=O)Nc4cc(C)on4)cc3n2)cc1OC	-20	-7	-4	-2	-0.3	-3	-0.3%	1	2
C/C(=C/C(=O)NCc1ccccc1)C(=O)O	/	-7	1	-5	/	-6	0.0%	/	0
Cc1ccc(C(=O)NCc2ccccc2)cc1Br	2	-3	5	-14	-0.1	2	3.9%	-1	1
CCN1CCN(CCCNC(=O)C2CCN(c3nnc(-n4c(C)ccc4C)s3)CC2)CC1	21	0	4	-11	0.9	1	3.5%	4	1
CC(=O)N(CCc1ccccc1)Cc1cc2ccc(C)c(C)c2[nH]c1=O	-9	-6	0	-4	0.6	-21	-0.7%	-4	2
Cc1ccc(C(=O)c2cc(C)sc2N)cc1	-8	-22	2	-7	-1.3	3	-0.1%	4	3
COc1ccc(-c2nc3nc(C)cc(=O)n3[nH]2)cc1	0	-14	-7	15	0.0	-3	3.5%	3	2
CCOC(=O)c1c(C)[nH]c(C)c1S(=O)(=O)N(C)CC(=O)Nc1cccc(C)n1	-2	8	-3	-4	-2.8	-3	-1.2%	9	2
CCOC(=O)Nc1cccc2ccccc12	9	-1	-2	-6	1.1	-8	-0.1%	4	2
COc1cc(C2CC(=O)Nc3ccc4ccccc4c32)ccc1OC(=O)C(C)C (configuration not stated)	/	-16	-7	11	-0.5	-1	4.2%	/	4

Following part.
SMILES	D2 antagonist	RXFP1 antag	TRHR PAM	D1 antag	D2 agonist	D1 PAM	RXFP1 agonist	D2 PAM	D1 ag
O=C(COc1ccccc1Br)Nc1ccccc1C(F)(F)F	18	-9	1	6	-0.8	-3	3.7%	3	2
O=[N+]([O-])c1ccc(/C=N/n2c(-c3ccccc3)n[nH]c2=S)cc1	-12	?	-7	-7	-0.2	-5	0.9%	-7	0
CCCOc1ccccc1/C=C1\SC(N2CCCCC2)=NC1=O	-19	-12	-5	-4	0.7	9	-2.7%	-11	0
COCCCNS(=O)(=O)c1ccc(N2CCCCS2(=O)=O)cc1	/	4	-5	-1	1.9	0	1.8%	/	4

Structural class: the compounds so far containing an aryl thioether with sulfur outside any ring
SMILES	D2 antagonist	RXFP1 antag	TRHR PAM	D1 antag	D2 agonist	D1 PAM	RXFP1 agonist	D2 PAM	D1 ag
COc1cccc(NC(=O)CSc2nc(-c3ccccc3Cl)nc3c2Cc2c(CO)cnc(C)c2O3)c1	/	-15	-2	7	0.4	-3	0.0%	-2	1
COc1cc2nc(SCc3cccc(Cl)c3)n3nc(CCn4nc(C)cc4C)nc3c2cc1OC	/	/	5	-1	0.2	4	?	3	0
COc1ccc(-c2nnc(SC(C)C#N)o2)cc1 (configuration not stated)	-5	-5	4	1	0.1	1	-1.5%	1	0
CCN(C(=O)CSc1n[nH]c(-c2cc(Cl)ccc2OC)n1)C1CCS(=O)(=O)C1 (configuration not stated)	-34	-24	11	-6	-0.8	2	1.7%	-3	2
